# Abeta rescue = compounds reversing amyloid beta toxicity in yeast. yeast expressing A-beta42, growth rescue, OD600, 48 h; response scale: 0% DMSO, 100% iron-clioquinol control. Potency, µM (titrated, usually from 46.1 µM), without a hit: at the highest dose growth rescue, hits mostly activators. actives 0.063% (n = 410,000). AID 1347071; also: potency is read from the fitted curve at half-maximal effect; nearly all actives have a fitted effect of over 55% in size
#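 Yeast growth medium received pinned compounds, then yeast cells expressing toxic A-beta were added; plates incubated at 30 C for 48 hr. Growth read as absorbance at 600 nm, normalized to DMSO and equimolar FeCl3 plus clioquinol controls.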
# GLP1R inv ag = inverse agonists of human GLP-1 receptor; AID 624417; HEK293 GLP-1R CRE-luciferase, luminescence, 24 h; GLP-1R form is constitutively active; actives 1.6% (n = 410,000); Potency, µM (doses to about 38.3 µM), for inactives: at the highest dose activity change, negative = inhibition, actives largely listed as inhibitors; also: potency is read from the fitted curve at half-maximal effect; % is scaled to controls: 0 for no effect and ±100 for the full control effect; nearly all actives have a fitted effect of over 55% in size
# Target sequence (P43220 whole entry, looked up): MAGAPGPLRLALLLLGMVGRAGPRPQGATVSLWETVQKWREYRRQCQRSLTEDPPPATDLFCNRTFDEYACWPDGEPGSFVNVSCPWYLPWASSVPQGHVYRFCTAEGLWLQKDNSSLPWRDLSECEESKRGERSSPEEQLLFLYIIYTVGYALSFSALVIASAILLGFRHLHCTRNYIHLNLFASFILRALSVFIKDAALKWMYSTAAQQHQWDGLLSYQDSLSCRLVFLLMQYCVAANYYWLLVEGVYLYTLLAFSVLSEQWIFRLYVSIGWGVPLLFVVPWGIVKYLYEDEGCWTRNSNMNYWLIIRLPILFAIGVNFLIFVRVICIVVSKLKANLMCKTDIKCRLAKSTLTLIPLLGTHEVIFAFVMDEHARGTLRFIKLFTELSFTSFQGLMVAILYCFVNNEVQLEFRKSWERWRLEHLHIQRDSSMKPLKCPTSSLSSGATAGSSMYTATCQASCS
#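 Readout was luciferase luminescence, measured 12 min after detection reagent at room temperature. Beforehand, GLP-1R reporter HEK293 cells had sat 12 h, then received compounds for 24 hr at 37 deg C.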
# FUS yeast rescue = FUS proteinopathy suppression in yeast. S. cerevisiae FUS-expressing, growth rescue, OD600, 24 h. Potency, µM (top dose mostly 76.6 µM), for inactives: at the highest dose growth rescue (activation), hits mostly activators. actives 0.24% (n = 390,000). AID 1347120;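 also: potency is read from the fitted curve at half-maximal effect; plate controls were DMSO vehicle for no effect and reference control for full effect; nearly all actives have a fitted effect of over 55% in size; some results filed as inactive show a strong effect at the top dose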
#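 Cultures pregrown in 2.5% raffinose medium are shifted to minimal medium containing 2% galactose to express toxic FUS. Compounds are tested at several concentrations. After 24hr at 30C, growth is quantified at 600 nm absorbance.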
# aSyn yeast inh = inhibitors of alpha-synuclein toxicity in yeast | Potency, µM (titrated, usually from 46.1 µM), for the others: at the top dose growth rescue (activation), usual class: activators | AID 652106 | actives 0.14% (n = 370,000) | Yeast expressing alpha-synuclein, growth rescue, BacTiter-Glo, 24 h; also: potency is read from the fitted curve at half-maximal effect; % of control where 0% means no effect; nearly all actives have a fitted effect of over 65% in size
#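 Galactose-induced alpha-syn yeast (OD600=0.02, raffinose-pregrown) + pinned cpd, 24 hr, 30 deg C; growth by BacTiter-Glo luminescence. Growth restoration scores as activation.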
# Akt phos inh = blocks phosphorylation of Akt; Neuro2A IGF-stimulated pAkt S473 HTRF, 20 min; hits give low values; AID 651550; actives 0.32% (n = 360,000); activity change, % for hits at 50 µM; in the data active = activity change below about -80%; inconclusive = mostly about -51% to -80%; also: % is scaled to controls: 0 for no effect and ±100 for the full control effect
#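 Single-point screen (50 µM final compound) in Neuro2A cells stimulated 20 min with 6 nM IGF at 37 deg C. After lysis, Ser473-phosphorylated Akt read by HTRF (ex 330 nm, em 615/665 nm) as the 665/615 ratio.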
# Mm-Cpn inhibitor = M. maripaludis TRiC chaperonin inhibition; purified Mm-Cpn ATPase, ADP Transcreener TR-FRET; Potency, µM (series often up to 76.9 µM), inactives show top-dose activity, negative = inhibition, usual class: inhibitors; actives 0.031% (n = 330,000); AID 504842; also: potency is read from the fitted curve at half-maximal effect; % is scaled to controls: 0 for no effect and ±100 for the full control effect; nearly all actives have a fitted effect of over 80% in size
#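 Quantitative HTS used 25 nM Mm-CPN and 10 uM ATP in magnesium/KCl Tris buffer, pH 7.4, with 1 mM DTT. Hydrolysis ran 30 min at 37°C; ADP was read by HTRF.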
# PTHR1 agonist = agonists of human PTHR1 parathyroid hormone receptor; HEK293 GP2 PTHR1 cells, GloSensor cAMP luminescence, 1 h; Potency, µM (doses to about 115 µM), without a hit: at the highest dose activation, usual class: activators; actives 0.075% (n = 410,000); AID 743266; also: potency is read from the fitted curve at half-maximal effect; nearly all actives have a fitted effect of over 55% in size; some results filed as inactive show a strong effect at the top dose; inactives centre near -15; many of its hits are not listed in these tables
# Target sequence (Q03431 whole entry, looked up): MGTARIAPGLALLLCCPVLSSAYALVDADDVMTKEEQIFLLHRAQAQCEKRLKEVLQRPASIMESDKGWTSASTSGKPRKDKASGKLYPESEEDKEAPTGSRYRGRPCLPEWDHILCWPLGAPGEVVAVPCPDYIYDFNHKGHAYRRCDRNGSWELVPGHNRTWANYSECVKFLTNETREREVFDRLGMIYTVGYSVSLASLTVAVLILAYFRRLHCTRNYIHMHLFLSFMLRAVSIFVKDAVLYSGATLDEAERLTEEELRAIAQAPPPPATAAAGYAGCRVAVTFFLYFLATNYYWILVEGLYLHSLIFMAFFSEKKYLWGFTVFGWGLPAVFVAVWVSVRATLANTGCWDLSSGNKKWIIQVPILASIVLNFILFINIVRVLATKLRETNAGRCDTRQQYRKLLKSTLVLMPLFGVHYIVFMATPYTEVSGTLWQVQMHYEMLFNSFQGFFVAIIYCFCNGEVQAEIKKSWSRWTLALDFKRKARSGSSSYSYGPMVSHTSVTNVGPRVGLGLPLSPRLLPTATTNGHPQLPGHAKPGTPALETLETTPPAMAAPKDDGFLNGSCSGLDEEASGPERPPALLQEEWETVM
#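 HEK-293-derived GP2 cells expressing PTHR1 and a GloSensor cAMP reporter, 3,000/well, plated overnight, given luciferin plus IBMX (each 0.5 mM as added) for 1 h at 37 °C, then compound for 1 h at 37 °C. Luminescence was read after 15 min at room temperature.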
# TDP-43 yeast inh = rescues yeast growth from TDP-43 toxicity. TDP-43 expressing yeast growth rescue, BacTiter-Glo, 24 h. Potency, µM (highest dose often 46.1 µM), for inactives: at the top dose growth rescue (activation), hits mostly activators. actives 1.8% (n = 410,000). AID 652104; also: potency is read from the fitted curve at half-maximal effect; % of control where 0% means no effect; nearly all actives have a fitted effect of over 50% in size
#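 In this qHTS, compounds that restore growth of yeast expressing TDP-43 appear as activators. Cells (OD600=0.02, galactose medium, raffinose-pregrown) are incubated with compound 24 hr at 30 deg C and growth is quantified by BacTiter-Glo.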
# GLP1R cytotox = cytotoxicity counter-screen for GLP-1 receptor inverse agonists; HEK293 cAMP-luciferase reporter cells, luminescence, 24 h; Potency, µM (series often up to 38.3 µM), for inactives: at the highest dose activity change, negative = inhibition, usual class: inhibitors; actives 0.13% (n = 410,000);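 also: loss of luciferase light is scored as toxicity; potency is read from the fitted curve at half-maximal effect; % is scaled to controls: 0 for no effect and ±100 for the full control effect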
#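 To flag toxic compounds, the library was rerun on cells for 24 hr at 37 deg C and 5% CO2. Viability-linked luminescence was captured 12 min after adding luciferase detection reagent.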
# * marks the source's active call; other numbers are inactive results; i = inactive; u = inconclusive; x = no result given; [ ] = another dose, or the depositor's remark. Unless noted, calls follow the shape of the dose curve; as a rule, active = well fitted curve in the direction sought with a large enough effect; inconclusive = small, poorly fitted or top-dose-only effect, or another doubt; inactive = no such curve, though single readings can be large; an effect the other way counts as inactive or inconclusive. Only part of the results is shown (hit frequency here may not be typical).
1	COc1cc(C#Cc2c(-c3cncn3C)n(C)c3ccc(-c4ccc(OC)c(OC)c4)cc23)cc(OC)c1
2	CCOC(=O)c1cnc2c(C)cc(C)cc2c1Nc1cccc(C(=O)O)c1
3	CC1(C)COCN1C(=O)c1ccc(Cl)c(Cl)c1
4	CCCOC(=O)Nc1sc2c(c1C(N)=O)CCCC2
5	CC(C)OCCCNC(=O)CNC(=O)c1ccc(Cl)c(Cl)c1
6	CCC1OC(c2ccc([N+](=O)[O-])cc2)=Nc2ccccc21 (configuration not stated)
7	CC(=O)N(C1=C(N)C(=O)c2ccccc2C1=O)c1ccccc1
8	O=C(NC1CC1)c1ccc2sc([C@H]3C[C@H](O)[C@@H](CO)O3)nc2c1

Compound	1	2	3	4	5	6	7	8
Abeta rescue	-31%[inhibitor]	-18%	-11%	-4%	-14%	20%	-14%	-3%
GLP1R inv ag	45%[activator]	-7%	3%	26%	-16%	-3%	-28%	12%
FUS yeast rescue	u	4%	-13%	2%	14%	-3%	-17%	-28%
aSyn yeast inh	-29%	x	0%	-5%	-3%	-6%	-2%	-1%
Akt phos inh	i	x	i	i	i	i	i	i
Mm-Cpn inhibitor	u	x	-1%	0%	-5%	0%	-1%	x
PTHR1 agonist	1%	-1%	i	-11%	i	-34%[inhibitor]	i	-25%
TDP-43 yeast inh	u	1%	32%	12%[9.22 µM]	-16%	18%	-1%	u
GLP1R cytotox	22%	0%	-2%	20%	-3%	1%	-17%	-12%

# Some of these compounds in order of count of non-hydrogen atoms, low to high.
5	CC(C)OCCCNC(=O)CNC(=O)c1ccc(Cl)c(Cl)c1
8	O=C(NC1CC1)c1ccc2sc([C@H]3C[C@H](O)[C@@H](CO)O3)nc2c1
2	CCOC(=O)c1cnc2c(C)cc(C)cc2c1Nc1cccc(C(=O)O)c1

Compound	5	8	2
Abeta rescue	-14%	-3%	-18%
GLP1R inv ag	-16%	12%	-7%
FUS yeast rescue	14%	-28%	4%
aSyn yeast inh	-3%	-1%	x
Akt phos inh	i	i	x
Mm-Cpn inhibitor	-5%	x	x
PTHR1 agonist	i	-25%	-1%
TDP-43 yeast inh	-16%	u	1%
GLP1R cytotox	-3%	-12%	0%

# (next part)
9	Cc1ccc(N2C(=O)CSC23C(=O)N(CC(=O)NC2CCCCC2)c2ccccc23)cc1 (configuration not stated)
10	CCOC(=O)C1=C(O)/C(=C/c2ccc(OCC(=O)O)c(OCC)c2)SC1=Nc1ccccc1
11	CC(=O)Nc1cccc(N(C)C)c1
12	CCN1CCc2c(OCC(=O)N3CCCc4ccccc43)cccc2C1=O
13	COc1ccc(CNC(=O)c2ccc3c(c2)N(C)CCS3)cc1
14	CC(=O)Nc1ncc(Sc2ccc([N+](=O)[O-])cc2)s1
15	CNC(=O)c1nn(-c2ccccc2)ccc1=O
16	COCCNC(=O)c1cc(-c2ccccc2C)nn1CC1CC(c2cccnc2)=NO1 (configuration not stated)

Compound	9	10	11	12	13	14	15	16
Abeta rescue	3%	-11%	5%	-5%	1%	14%	7%	-6%
GLP1R inv ag	-3%	18%	12%	-4%	-12%	5%	9%	11%
FUS yeast rescue	1%	-12%	-16%	11%	-15%	5%	2%	-5%
aSyn yeast inh	-4%	-2%	1%	7%	1%	1%	-1%	-3%
Akt phos inh	x	i	i	i	i	i	i	i
Mm-Cpn inhibitor	x	-2%	-1%	2%	-11%	x	1%	-6%
PTHR1 agonist	i	-5%	22%[57.5 µM]	i	-22%	-32%[inhibitor]	-14%[57.5 µM]	-12%
TDP-43 yeast inh	7%	-1%	-8%	23%	11%	28%	-11%	4%
GLP1R cytotox	2%	-7%	19%	13%	2%	5%	5%	7%

17	CCOC(=O)Cc1csc(NC(=O)c2sc3nc4ccc(CC)cc4cc3c2N)n1
18	Cc1nn(CC(=O)N2CCN(c3cccc(Cl)c3)CC2)c(=O)c2c1sc1ccccc12
19	CC(C)OC(=O)N(C)C[C@@H]1OCc2cn(nn2)CCCC(=O)N([C@H](C)CO)C[C@H]1C
20	Cc1ccccc1N1C(N)=NC(N)=NC1(C)C
21	CC(C)Oc1ccc(CNC(=O)c2cnc3sc(N4CCCCC4)nn3c2=O)cc1
22	CC(C(=O)Nc1ccccc1-c1ccccc1)N(C)Cc1nc2ccccc2c(=O)[nH]1 (configuration not stated)
23	Cc1ccc(N2CCn3c2nc2c3c(=O)n(CCCc3ccccc3)c(=O)n2C)cc1C
24	Cc1ccc(Oc2ccccc2/C=C/C(=O)O)cc1

Compound	17	18	19	20	21	22	23	24
Abeta rescue	-18%	-5%	7%	-1%	-15%	0%	4%	7%
GLP1R inv ag	23%	2%	10%	17%	7%	u	3%	14%
FUS yeast rescue	x	-7%	-19%	-29%	-5%	17%	-29%	18%
aSyn yeast inh	1%	x	1%	-5%	x	9%	x	11%
Akt phos inh	i	x	i	i	x	i	x	i
Mm-Cpn inhibitor	-3%	x	x	-3%	x	1%	x	2%
PTHR1 agonist	-9%	-5%	-22%	i	0%	-41%[inhibitor]	i	i
TDP-43 yeast inh	-6%	0%	0%	2%	-4%	2%	8%	0%
GLP1R cytotox	2%	15%	2%	-8%	7%	1%	9%	13%

25	CC1(C(=O)Nc2cccc(C#N)c2)CCN1C(=O)C1(c2ccccc2)CC1 (configuration not stated)
26	CC(C)c1ccc(C(=O)NC2=NCCS2)cc1
27	COc1ccc(CN2CCC(C(=O)N3CCN(c4ccccc4F)CC3)CC2)cc1OC
28	Cc1ccccc1-n1c(SC2CCOC2=O)nnc1-c1ccncc1 (configuration not stated)
29	CCC(c1nnc(SCC(=O)NNC(=O)c2ccccc2)n1Cc1ccccc1)N(C)C (configuration not stated)
30	N#CCCN(Cc1ccccc1)C(C(=O)NC1CCCCC1)c1cc2ccccc2o1 (configuration not stated)
31	O=C1N/C(=C/c2ccc(Br)s2)C(=O)N1c1ccccc1
32	CC1(C)CC(=O)C=C(c2ccc(-c3cnn(Cc4ccccc4)c3)cc2)C1=O

Compound	25	26	27	28	29	30	31	32
Abeta rescue	10%	22%	-8%	6%	-11%	-6%	5%	-4%
GLP1R inv ag	-8%	u	0%	10%	-15%	u	-7%	u
FUS yeast rescue	6%	15%	4%	-30%	15%	u	-3%	27%
aSyn yeast inh	0%	-1%	-7%	2%	-4%	1%	5%	3%
Akt phos inh	i	i	i	i	i	i	i	i
Mm-Cpn inhibitor	x	0%	0%	3%	-1%	x	3%	x
PTHR1 agonist	0%	-27%	-23%	1%	9%	-21%	-10%	-30%[inhibitor]
TDP-43 yeast inh	u	u	12%	-6%	16%	-12%	-5%[0.397 µM]	-11%
GLP1R cytotox	4%	9%	-12%	1%	17%	-3%	-4%	-7%

33	Cc1ccc(-c2nc(CS(=O)(=O)CC(=O)Nc3cc(C)ccc3C)c(C)o2)cc1
34	Cc1cc(C)c2c(c1)NC(=O)C2(O)c1c[nH]c2ccccc12 (configuration not stated)
35	Cc1ccc(NC2CCCN(C(=O)c3cn4cc(Cl)ccc4n3)C2)cc1C (configuration not stated)
36	c1ccc(COc2cccc(CNCc3cccs3)c2)cc1
37	CCN1CCN(c2cc(C)c3cc(NC(=O)/C=C/c4ccc(C)cc4)ccc3n2)CC1
38	CCOC(=O)C1=C(C)Nc2ncnn2C1c1cccnc1 (configuration not stated)
39	COc1ccc(Nc2nc3nonc3nc2N2CCCCC2)cc1
40	Cc1cc(C)n(/N=C/c2cccs2)c(=O)c1C#N

Compound	33	34	35	36	37	38	39	40
Abeta rescue	-13%	-9%	-19%	8%	8%	3%	-20%	1%
GLP1R inv ag	12%	-30%	-27%	u	4%	5%	-27%	12%
FUS yeast rescue	-17%	-3%	5%	-6%	6%	8%	7%	-18%
aSyn yeast inh	x	x	8%	6%	x	-3%	-13%	-7%
Akt phos inh	x	x	x	i	x	i	i	i
Mm-Cpn inhibitor	x	x	-1%	0%	x	-1%	1%	1%
PTHR1 agonist	4%	-28%	-7%	-15%	i	-7%	-17%	i
TDP-43 yeast inh	10%	2%	12%	11%	21%	0%	24%	10%
GLP1R cytotox	6%	-9%	15%	28%	7%	4%	-13%	7%

41	COc1ccc(CN2C(=O)CCC2(C)C(=O)NC2CCCC2)c(OC)c1 (configuration not stated)
42	O=C(c1cccc2c1-c1ccccc1/C2=N/O)N1CCCCC1
43	Cc1cc(C)n(C(=O)Cc2cn3ccsc3n2)n1
44	COc1cccc(CNC(=O)c2ccccc2C(=O)NC(C)(C)C(=O)NCc2cccc(OC)c2)c1

Compound	41	42	43	44
Abeta rescue	4%	-15%	-5%	7%
GLP1R inv ag	-14%	-2%	-29%	-21%
FUS yeast rescue	-29%	20%	9%	22%
aSyn yeast inh	5%	16%	0%	1%
Akt phos inh	i	i	i	i
Mm-Cpn inhibitor	1%	0%	-2%	-3%
PTHR1 agonist	-4%	12%[57.5 µM]	i	i
TDP-43 yeast inh	7%	u	-17%	15%
GLP1R cytotox	8%	1%	-7%	-5%

# Screens as filed in PubChem BioAssay.
